Screening data as filed in PubChem BioAssay.
MEKK3 PB1 HTS: modulators of MEKK3-MEK5 PB1 binding, primary screen, biochemical, wildtype MEKK3, multiplex bead flow cytometry, Alexa488-MEK5; Mitogen-activated protein kinase kinase kinase 3 (Homo sapiens), Q99759; 290,000 tested, 1.4% active; bead-based flow cytometry, Alexa488-MEK5 binding to MEKK3; actives lie on both sides; 0 = blocked by unlabeled MEK5, 100 = vehicle; binding response (% of control), % at 10 µM;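 active means binding response more than 3 SD above or below the average of its plate-row segment, actives on both sides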;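 further: Alexa488 bead fluorescence after subtracting the streptavidin-only scavenger bead signal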
Target sequence (Q99759 whole entry, looked up): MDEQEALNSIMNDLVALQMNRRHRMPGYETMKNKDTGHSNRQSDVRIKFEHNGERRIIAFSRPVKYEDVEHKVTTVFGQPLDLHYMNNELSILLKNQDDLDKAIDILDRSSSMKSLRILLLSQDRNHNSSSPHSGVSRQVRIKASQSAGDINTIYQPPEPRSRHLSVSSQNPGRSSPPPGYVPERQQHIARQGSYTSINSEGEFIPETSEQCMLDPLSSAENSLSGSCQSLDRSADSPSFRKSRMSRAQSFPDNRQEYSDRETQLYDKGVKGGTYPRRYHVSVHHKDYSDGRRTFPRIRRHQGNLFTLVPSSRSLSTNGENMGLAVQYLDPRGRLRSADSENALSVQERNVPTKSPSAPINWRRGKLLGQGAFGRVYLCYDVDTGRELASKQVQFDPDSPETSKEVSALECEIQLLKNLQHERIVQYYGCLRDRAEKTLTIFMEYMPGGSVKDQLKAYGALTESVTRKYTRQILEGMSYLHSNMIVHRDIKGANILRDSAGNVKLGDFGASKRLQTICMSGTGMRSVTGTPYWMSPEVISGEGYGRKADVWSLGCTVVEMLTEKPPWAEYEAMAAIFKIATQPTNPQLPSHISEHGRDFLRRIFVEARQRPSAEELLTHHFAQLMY
IMP-1 inh: IMP-1 metallo-beta-lactamase inhibitors, primary screen, biochemical, epi-absorbance readout, Pseudomonas aeruginosa enzyme | metallo-beta-lactamase IMP-1 (Pseudomonas aeruginosa) | purified IMP-1, nitrocefin hydrolysis, epi-absorbance fluorescence | inhibition, % at 5.6 µM | 290,000 tested, 0.45% active | AID 1556, 2009;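 active means inhibition above the mean plus 3 SD of all compounds in the same screening run, cut at about 4.5% in these data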;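 further: 0% = IMP-1 with DMSO and 100% = DMSO wells lacking enzyme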
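assay system = purified recombinant IMP-1 metallo-beta-lactamase enzyme | schedule = 15 min preincubation plus 25 min reaction at 25 °C | signal = Epi-absorbance fluorescence, 480 nm excitation, 530 nm emission | read-out basis = percent inhibition from optical density relative to buffer-blank wells | controls = IMP-1 with DMSO as 0%, enzyme-free DMSO as 100%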
PHOSPHO1 inh: PubChem AID 1565; recombinant PHOSPHO1, absorbance phosphatase assay; inhibition, % at 13.3 µM; 290,000 tested, 1.1% active; in the data active means inhibition above about 60%
Target sequence (Q8TCT1 whole entry, looked up): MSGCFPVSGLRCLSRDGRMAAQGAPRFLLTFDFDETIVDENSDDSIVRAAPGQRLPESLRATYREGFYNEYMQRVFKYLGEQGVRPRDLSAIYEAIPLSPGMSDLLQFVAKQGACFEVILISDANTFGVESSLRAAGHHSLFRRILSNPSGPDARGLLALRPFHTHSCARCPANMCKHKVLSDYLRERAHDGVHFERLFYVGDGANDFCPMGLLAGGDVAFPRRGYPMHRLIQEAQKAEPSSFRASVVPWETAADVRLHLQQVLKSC
pCIP destab: p/CIP-EGFP fusion destabilizers, primary screen, fluorescence, F442A cells. Q05BA5. decrease of EGFP signal, % at 10 µM. AID 1984, 2009. 290,000 tested, 0.01% active. 16 h;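 active means EGFP signal decrease of at least 30% at 10 µM or well 3 SD below plate mean, unless failing retest; inactive means the rest, including hits failing retest or dose response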; further: some compounds called inactive have numbers as strong as hits; many of its hits are not listed in these tables
VIM-2 inh: VIM-2 metallo-beta-lactamase inhibitors, primary screen, biochemical, epi-absorbance readout, Pseudomonas aeruginosa enzyme; purified VIM-2, nitrocefin hydrolysis, epi-absorbance fluorescence; inhibition, % at 5.6 µM; 290,000 tested, 0.89% active;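 active means inhibition above the mean of all tested compounds plus 3 SD, cutoff set per screening run, cut at about 7.5% in these data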;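 further: red hydrolysis product quenches plate fluorescence so inhibitors raise well fluorescence; 0% = enzyme with DMSO and 100% = DMSO without enzyme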
IDE cell activ: human IDE activators in live cells, primary screen, fluorescence polarization, HEK cells, FAbeta-B substrate | FAbeta-B cleavage; 0% vehicle, 100% cell-free pure enzyme wells | activation, % at 5.96 µM | 340,000 tested, 0.073% active | AID 493087, 2011;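 active means activation above the mean of all tested compounds plus 3 SD, set per screening campaign, cut at about 17% in these data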
UBC9 SUMO inh: inhibitors of in vitro SUMOylation cascade, primary screen, biochemical, HTRF, uHTS; HTRF SUMOylation assay, SAE1/SAE2 + UBC9; inhibition, % at 35 µM; 290,000 tested, 0.36% active; AID 2006, 2009; in the data active means inhibition above about 50%, passing the limit was not always enough; further: strong numbers were not always called active
Target sequence (P63279 whole entry, looked up): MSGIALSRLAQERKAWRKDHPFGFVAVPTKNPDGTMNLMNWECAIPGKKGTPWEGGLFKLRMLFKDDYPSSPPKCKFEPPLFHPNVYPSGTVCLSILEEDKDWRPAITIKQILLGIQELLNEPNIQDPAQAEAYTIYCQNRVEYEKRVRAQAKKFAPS
NS3 helicase inh: inhibitors of HCV NS3 helicase, primary screen, biochemical, Cy5 molecular beacon fluorescence; Hepatitis C virus NS3 helicase; NS3 helicase DNA unwinding; inhibition, % at 10.9 µM; 290,000 tested, 0.56% active;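 active means inhibition above the mean of all tested compounds plus 3 SD, set per campaign, cut at about 35% in these data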;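 further: 0% = DMSO wells and 100% = thioflavine S control wells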
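System: Hepatitis C virus NS3 helicase domain fragment enzyme | Reagent: Annealed dual-labelled DNA beacon duplex, ATP-started | Compound dosing: 10.9 µM single point, 0.8% DMSO | Incubation: 1 h reaction at 25 °C, ATP-initiated | Technique: Cy5 fluorescence | Evaluation: Percent inhibition from t60/t0 fluorescence ratio | Benchmarks: Low DMSO, high thioflavine S at 110 µM | Replication: Singlicate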
DNA FID counter: compounds displacing fluorescent DNA intercalator, primary screen, artefact control for HCV NS3 helicase inhibitor project, biochemical, FID fluorescence. DNA fluorescent intercalator displacement. inhibition, % at 7.9 µM. 290,000 tested, 0.17% active. AID 1845, 2009; in the data active means inhibition above about 37%;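 further: 0% = vehicle and 100% = reference compound; higher means more ethidium bromide displaced from hairpin DNA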
* hit, by the source's call; . = no result given. This is a subset; rates above refer to the full screens.

A first look (11 entries):
compound	MEKK3 PB1 HTS	IMP-1 inh	PHOSPHO1 inh	pCIP destab	VIM-2 inh	IDE cell activ	UBC9 SUMO inh	NS3 helicase inh	DNA FID counter
CCOC(=O)N1CCN(c2nc(-c3ccc(OC)cc3)no2)CC1	100	-3.0	29	-5	-1.8	-3	10	-12	-10
O=C(CS(=O)(=O)c1ccc(F)cc1)NCCS(=O)(=O)c1ccccc1	103	-1.1	23	-3	-1.1	-2	22	6	-3
COc1ccc(Nc2nc3ccc(C)cc3n3cnnc23)cc1Cl	101	-3.9	28	-20	-2.4	-4	16	-14	-11
O=C(c1cccc(Cl)c1)N1CCN(Cc2ccccc2)CC1	98	-3.7	24	-3	-1.6	1	13	9	-21
O=C(Nc1cccc(NC(=O)c2cccs2)c1)c1ccc2c(c1)OCO2	102	-2.0	8	-9	-1.1	4	-5	4	-4
Cc1ccc2nc(NC(=O)C3CCN(S(=O)(=O)c4ccc5c(c4)oc(=O)n5C)CC3)sc2c1	104	-1.2	9	-11	0.9	-3	6	8	2
CCc1ccc(-n2c(C)nc3cc(C(=O)NCc4cccnc4)ccc32)cc1	98	-2.8	-142	-11	-1.3	-2	1	-1	-28
Cc1ccc(S(=O)(=O)NCc2ccc(C(=O)N(C)CCC#N)cc2)cc1	98	1.0	-1	3	-0.2	4	-12	1	-14
O=C(NCCc1ccc(Cl)cc1Cl)c1ccc2nc[nH]c2c1	102	-1.4	23	-4	-3.4	-3	-7	-5	-12
CC(=O)Nc1ccc(OC(=O)c2ccc(Br)c([N+](=O)[O-])c2)cc1	86	-1.8	18	7	-0.7	5	15	-1	7
COc1ccccc1-n1c(C)nnc1SCC(=O)Nc1cccc(C(C)=O)c1	95	-7.3	2	3	-0.9	8	10	6	-22

This part in full, from the start:
compound	MEKK3 PB1 HTS	IMP-1 inh	PHOSPHO1 inh	pCIP destab	VIM-2 inh	IDE cell activ	UBC9 SUMO inh	NS3 helicase inh	DNA FID counter
CCOC(=O)N1CCN(c2nc(-c3ccc(OC)cc3)no2)CC1	100	-3.0	29	-5	-1.8	-3	10	-12	-10
O=C(CS(=O)(=O)c1ccc(F)cc1)NCCS(=O)(=O)c1ccccc1	103	-1.1	23	-3	-1.1	-2	22	6	-3
COc1ccc(Nc2nc3ccc(C)cc3n3cnnc23)cc1Cl	101	-3.9	28	-20	-2.4	-4	16	-14	-11
O=C(c1cccc(Cl)c1)N1CCN(Cc2ccccc2)CC1	98	-3.7	24	-3	-1.6	1	13	9	-21
O=C(Nc1cccc(NC(=O)c2cccs2)c1)c1ccc2c(c1)OCO2	102	-2.0	8	-9	-1.1	4	-5	4	-4
Cc1ccc2nc(NC(=O)C3CCN(S(=O)(=O)c4ccc5c(c4)oc(=O)n5C)CC3)sc2c1	104	-1.2	9	-11	0.9	-3	6	8	2
CCc1ccc(-n2c(C)nc3cc(C(=O)NCc4cccnc4)ccc32)cc1	98	-2.8	-142	-11	-1.3	-2	1	-1	-28
Cc1ccc(S(=O)(=O)NCc2ccc(C(=O)N(C)CCC#N)cc2)cc1	98	1.0	-1	3	-0.2	4	-12	1	-14
O=C(NCCc1ccc(Cl)cc1Cl)c1ccc2nc[nH]c2c1	102	-1.4	23	-4	-3.4	-3	-7	-5	-12
CC(=O)Nc1ccc(OC(=O)c2ccc(Br)c([N+](=O)[O-])c2)cc1	86	-1.8	18	7	-0.7	5	15	-1	7
COc1ccccc1-n1c(C)nnc1SCC(=O)Nc1cccc(C(C)=O)c1	95	-7.3	2	3	-0.9	8	10	6	-22
Cc1cccc(C(=O)Nc2ccc(O)cc2C(=O)O)c1	101	-2.8	23	5	-1.8	4	13	9	-2
O=C(N1CCOCC1)N1CCN(S(=O)(=O)c2ccccc2)C1	102	-3.3	22	0	-3.7	2	13	1	3
O=C(OCc1nnc(-c2ccccc2)o1)C1=COCCO1	109	-2.4	9	0	-2.9	8	4	4	-1
CN1C[C@@H]2C(c3ccc(Cl)nc3)C3(c4ccccc4)CC2(C3)[C@H]1c1ccccc1 (stereo not given in full)	103	.	35	-8	.	2	2	.	.
Cc1nc2cc(OCc3cc(C(=O)NC(C)c4cnn(C)c4)no3)ccc2s1 (stereo not given)	105	-3.6	58	-3	0.4	-4	4	3	-36
O=C(NCc1cccc(Cl)c1)c1cnccn1	105	-3.9	36	3	-2.3	1	-2	-3	-4
CC(=O)N1N=C(c2cccc([N+](=O)[O-])c2)OC1c1ccccc1Cl (stereo not given)	98	-2.6	42	-6	-2.5	5	-8	0	-1
CCn1ccnc1CN(C)Cc1cn[nH]c1-c1ccc(F)cc1F	106	-2.9	41	-8	-3.7	6	-25	-1	8
COc1cccc(CNC(=O)C2CCCN(S(=O)(=O)c3c(C)[nH]c(=O)[nH]c3=O)C2)c1 (stereo not given)	83	-2.8	6	-5	-0.6	-5	8	3	-7
CN(C)c1cc[n+](Cc2c(Cl)cccc2Cl)cc1	98	-2.4	-17	-8	1.1	-5	8	9	8
Cc1cccc(-n2c(N)cc(=O)nc2SCC(=O)Nc2nnc(C)s2)c1	.	-1.8	0	5	-0.3	-3	0	10	-19
Cc1cc(C)cc(NC(=S)NC(=O)CCN2C(=O)c3ccccc3C2=O)c1	102	-1.6	-32	5	0.1	-5	-10	-1	-2
Cc1ccc(-n2c3nc(=O)[nH]c(=O)c-3cc3c(C)nn(-c4ccccc4)c32)c(C)c1	122	-1.4	2	12	-1.1	1	16	5	2
CCc1nc(SCC(=O)NCC2CCCO2)c2c(=O)n(C)c(=O)n(C)c2n1 (stereo not given)	102	-1.7	33	-20	1.1	-1	4	3	-8

(next part)
compound	MEKK3 PB1 HTS	IMP-1 inh	PHOSPHO1 inh	pCIP destab	VIM-2 inh	IDE cell activ	UBC9 SUMO inh	NS3 helicase inh	DNA FID counter
CCOC(=O)/C(C#N)=C/c1cn(CCC(=O)O)nc1-c1cccc(Br)c1	99	-2.9	17	-6	4.2	10	0	15	-29
CC(=O)Nc1ccc(-c2csc(NCc3ccco3)n2)cc1	101	-2.3	-11	-2	-2.9	-5	14	3	-1
Cc1ccc(-c2nc(CS(=O)(=O)CC(=O)NC3CC3)c(C)o2)cc1	97	-1.2	33	8	-3.6	4	9	8	-21
COCCN(C(=O)C(C)C)c1nnc(-c2ccc(C(C)(C)C)cc2)s1	103	-1.9	20	-9	-6.8	7	-30	-1	-5
COc1ccc(CC(=O)Nc2cc(Cl)ccc2O)cc1	113	0.4	14	-6	-1.2	-4	-12	-3	2
Nc1nc(Cl)cc(Sc2ccc3ccccc3c2)n1	115	-2.0	16	-5	-1.2	1	-26	-4	3
CC(NC(=O)c1ccccc1SCC(=O)N1CCCC1)c1ccc(F)cc1 (stereo not given)	103	-1.9	15	-11	-0.8	3	4	8	-16
O=C1CC(c2ccccc2)CN1Cc1ccccc1 (stereo not given)	100	-3.6	3	-6	-1.2	5	8	-2	-13
CC(C)[C@H](NC(=O)OC(C)(C)C)C(=O)N/N=C/c1ccc2nccnc2c1	96	-2.2	25	-4	-2.3	5	7	-4	-14
CCN(CC)c1ccc(/C=N/NC(=O)c2cccc(N3CCCC3=O)c2)cc1	106	-3.0	45	-2	-2.8	-6	2	2	-14
CCOC(=O)N1CCN(Cc2nc3c(c(=O)[nH]c(=O)n3C)n2Cc2cc(C)ccc2C)CC1	103	-3.1	-7	-3	-3.8	-2	-3	-3	-34
O=C(Nc1nc2c(s1)CN(Cc1ccccc1)CC2)c1c(F)cccc1F	90	-6.1	10	-37	-4.7	-1	4	-4	-7
CC(/C=C1\SC(=S)N(CCC(=O)Nc2cccc(C(=O)O)c2)C1=O)=C\c1ccccc1	101	0.3	28	-14	-5.2	0	32	-23	12
NC(=O)c1cc2ccccc2o/c1=N/NC(=O)c1ccccc1	95	-2.3	43	-11	-0.8	2	3	20	-29
CCOC(=O)/C(=C/Nc1ccc(F)c(F)c1)[N+](=O)[O-]	103	-1.0	16	-2	-1.5	1	7	-4	-4
COCCNC(=O)c1ccc(-n2c(SCc3cc(F)ccc3F)nc3ccccc3c2=O)cc1	126	-3.3	3	-9	-1.5	3	12	-1	3
COc1cc(/C=N/NC(=S)NC2CC3CCC2C3)ccc1O (stereo not given)	98	-1.0	20	-3	-2.5	1	45	9	-18
O=C(OCc1c(Cl)cccc1Cl)c1ccccn1	105	-3.9	-4	-3	-2.6	-3	35	16	-18
CN1C(=O)CSc2ccc(NC(=O)NCc3ccc(F)cc3)cc21	99	-3.0	-7	8	-0.4	8	10	-8	-6
COC(=O)c1cc(C)sc1NC(=O)C1CC=CCC1C(=O)O (stereo not given)	100	-5.4	10	-8	-0.8	8	1	0	-17
Cc1c(NC(=O)c2ccc3c(c2)C(=O)N(CC2CCCO2)C3=O)cccc1C(=O)O (stereo not given)	.	-1.0	8	-6	-0.8	2	-1	0	2
COc1cc(F)ccc1S(=O)(=O)NCc1cccnc1	100	-1.3	3	-6	0.1	-1	8	2	-2
CCN(Cc1ccccc1)C(c1ccc(C(F)(F)F)cc1)c1nnnn1C(C)(C)C (stereo not given)	103	-4.8	.	.	-6.0	-1	.	5	-5
COc1ccc(Nc2nc(N)nc(CN3CCC(C)CC3)n2)cc1	92	-4.0	-5	2	-1.7	2	18	-6	-1
O=C(c1ccco1)N1CCN(c2ncnc3c2oc2ccccc23)CC1	108	-3.4	10	-11	10.0*	-20	2	-2	-24

(continued)
compound	MEKK3 PB1 HTS	IMP-1 inh	PHOSPHO1 inh	pCIP destab	VIM-2 inh	IDE cell activ	UBC9 SUMO inh	NS3 helicase inh	DNA FID counter
O=C(NCc1ccccn1)c1cc(-c2ccccc2Cl)nc2ccccc12	101	-0.9	-17	3	-0.1	-5	22	-4	-8
O=C(NC1CC1)c1cc(=O)c2ccccc2o1	96	-2.3	24	-1	-3.6	3	-11	0	-1
CCOc1ccc(-n2c(=O)c3sccc3n(Cc3cccc([N+](=O)[O-])c3)c2=O)cc1	105	-1.5	16	-9	-2.5	3	-7	-3	3
CCc1cccc(NC(=O)Cn2c(=O)n(CCC(=O)NCC3CCCO3)c(=O)c3cc(OC)c(OC)cc32)c1 (stereo not given)	101	-0.8	22	-14	-1.6	5	12	-14	-41
CC(NC(=O)Cc1cccs1)C(c1cccs1)N1CCN(c2ccccc2)CC1 (stereo not given)	103	-1.1	.	.	-1.0	-1	.	1	-29
